ELG1 DNA repair: inhibitors of ELG1-dependent DNA repair in HEK293T cells; Potency, µM (titrated, usually from 46.1 µM), for inactives: at the top dose activity change, negative = inhibition, most hits filed as inhibitors; HEK293T ELG1-luciferase reporter, luminescence, 16 h; DNA damage induced by 5-fluorouridine; 330,000 compounds, 2.3% hits; AID 504467; also: potency is read from the fitted curve at half-maximal effect; % is scaled to controls: 0 for no effect and ±100 for the full control effect; nearly all actives have a fitted effect of over 55% in size
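Reporter activity after DNA damage by 5-fluorouridine is monitored. Compound-treated cells incubate 16 hr at 37 °C, then ONE-Glo is added for 30 min before luminescence reading.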
Tb PFK block: inhibitors of T. brucei phosphofructokinase. Potency, µM (highest dose often 57.5 µM), inactives show top-dose activity, negative = inhibition, actives largely listed as inhibitors. 330,000 compounds, 0.17% hits. O15648. T. brucei PFK, ADP-Glo luminescence;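 also: potency is read from the fitted curve at half-maximal effect; 0% = uninhibited 1x PFK enzyme wells and -100% = no-enzyme wells; nearly all actives have a fitted effect of over 60% in size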
Target sequence (O15648 whole entry, looked up): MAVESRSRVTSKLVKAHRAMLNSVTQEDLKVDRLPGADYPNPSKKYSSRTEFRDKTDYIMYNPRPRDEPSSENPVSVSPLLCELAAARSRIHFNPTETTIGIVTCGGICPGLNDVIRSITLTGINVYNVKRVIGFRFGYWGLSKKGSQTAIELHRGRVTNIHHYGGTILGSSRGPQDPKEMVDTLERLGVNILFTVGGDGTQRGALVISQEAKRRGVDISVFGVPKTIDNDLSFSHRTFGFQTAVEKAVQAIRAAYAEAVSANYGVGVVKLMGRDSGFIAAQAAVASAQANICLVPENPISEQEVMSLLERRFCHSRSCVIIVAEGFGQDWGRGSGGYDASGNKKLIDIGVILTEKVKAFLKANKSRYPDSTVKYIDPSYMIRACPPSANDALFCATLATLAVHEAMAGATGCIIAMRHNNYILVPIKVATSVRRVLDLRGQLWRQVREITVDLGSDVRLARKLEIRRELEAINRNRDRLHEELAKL
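ADP-Glo luminescence quantified ADP after 45 min at room temperature, with 1.25 nM T. brucei PFK, 0.1 mM ATP and 0.5 mM fructose-6-phosphate in pH 8.0 TEA buffer. qHTS titrations up to 57 µM; curves classified by quality.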
p53 reactivator: mutant p53 re-activation in reporter cells. H1299 p53-A138V BP100-luciferase reporter, luminescence, 24 h. Potency, µM (series often up to 92.2 µM), without a hit: top-dose activity change, positive = activation, most hits filed as activators. 320,000 compounds, 0.063% hits; also: potency is read from the fitted curve at half-maximal effect; % of control where 0% means no effect; nearly all actives have a fitted effect of over 45% in size
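p53-null H1299 cells stably carrying temperature-sensitive p53-A138V and a BP100-luciferase reporter were pinned with compounds (4-point, 1:5 series) and held 24 hrs at 37 deg C. Luminescence was read 10 min after detection reagent.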
RORgamma inh: ROR gamma (mouse) transcription inhibition. Drosophila S2 Gal4-RORgamma UAS-luciferase reporter, 20 h. Potency, µM (doses to about 53.6 µM), for inactives: at the highest dose activity change, negative = inhibition, usual class: inhibitors. 310,000 compounds, 5.4% hits; also: potency is read from the fitted curve at half-maximal effect; % is scaled to controls: 0 for no effect and ±100 for the full control effect; nearly all actives have a fitted effect of over 60% in size
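A Gal4/UAS one-hybrid system in insect cells: metallothionein-promoter Gal4–ROR gamma fusion plus Photinus luciferase reporter. Copper sulfate 700 uM final, 20 hr ambient incubation, luminescent detection after 10 min with reagent.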
ELG1 genotoxic: induces genotoxicity in HEK293T cells with luciferase-tagged ELG1; HEK293T ELG1-luciferase reporter, luminescence, 16 h; Potency, µM (doses to about 46 µM), for inactives: top-dose activity change, positive = activation, usual class: activators; 330,000 compounds, 1.3% hits; also: potency is read from the fitted curve at half-maximal effect; % of control where 0% means no effect; nearly all actives have a fitted effect of over 60% in size
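After overnight (16 hr) compound treatment at 37 °C, ELG1-luciferase HEK293T cells were lysed with ONE-Glo; luminescence quantified 30 min later at room temperature.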
TRPV1 ag: activates the human vanilloid receptor TRPV1; Q8NER1; TRPV1-expressing cells, Fluo-8 calcium influx, agonist mode; activation, % at 8.33 µM; 320,000 compounds, 0.19% hits; AID 540275; in the data active = activation above about 80%; inconclusive = between about 30% and that limit; also: 0% is about no effect
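TRPV1-expressing cells were cultured overnight at 35.5C and loaded with Fluo-8 calcium dye for 40 to 90 min at room temperature. After a 10 s baseline, compound was added and calcium influx was read kinetically for 3 min (ex 480/em 520 nm).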
FLuc counter: inhibits or activates purified firefly luciferase, miR-21 counter-screen. P08659. purified FLuc, Km substrates, luminescence inhibition. Potency, µM (highest dose often 57.5 µM), inactives show at the highest dose activity change, negative = inhibition, usual class: inhibitors. 360,000 compounds, 6.9% hits. AID 588342;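 also: potency is read from the fitted curve at half-maximal effect; plate controls were vehicle for no effect and reference inhibitor for full effect; nearly all actives have a fitted effect of over 55% in size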
Target sequence (P08659 whole entry, looked up): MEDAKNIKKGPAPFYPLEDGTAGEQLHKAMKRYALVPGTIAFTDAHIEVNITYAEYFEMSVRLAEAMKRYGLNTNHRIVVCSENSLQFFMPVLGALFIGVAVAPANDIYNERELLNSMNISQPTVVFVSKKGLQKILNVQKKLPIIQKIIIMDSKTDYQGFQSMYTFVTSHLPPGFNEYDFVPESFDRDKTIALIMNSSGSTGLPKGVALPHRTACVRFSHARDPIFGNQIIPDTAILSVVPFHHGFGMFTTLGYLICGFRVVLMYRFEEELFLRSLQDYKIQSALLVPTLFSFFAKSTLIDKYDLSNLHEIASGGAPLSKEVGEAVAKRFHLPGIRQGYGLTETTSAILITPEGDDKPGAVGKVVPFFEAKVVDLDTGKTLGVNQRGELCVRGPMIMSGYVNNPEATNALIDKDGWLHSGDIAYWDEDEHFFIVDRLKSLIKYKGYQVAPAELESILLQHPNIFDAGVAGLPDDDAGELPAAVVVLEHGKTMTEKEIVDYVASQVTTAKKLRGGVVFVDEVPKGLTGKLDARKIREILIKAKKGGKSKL
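Purified P. pyralis luciferase, 10 nM final, with Km-level 10 uM D-luciferin and 10 uM ATP in 50 mM Tris acetate pH 7.5, 10 mM Mg acetate, 0.01% Tween-20, 0.05% BSA; 6-point qHTS titration about 60 µM downward; luminescence read.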
NPC1 prom act: NPC1 promoter activation; AID 485313; Huh7 NPC1 promoter luciferase reporter, 24 h; 320,000 compounds, 2.4% hits; Potency, µM (highest dose often 9.22 µM), without a hit: at the top dose activation, usual class: activators;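 also: potency is read from the fitted curve at half-maximal effect; % of control where 0% means no effect; nearly all actives have a fitted effect of over 60% in size; reporter is driven by a mutant NPC1 promoter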
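Luminescence read-out of NPC1 promoter-driven luciferase in stably transfected Huh7 cells; compounds delivered in DMSO and left 24 h at 37C, 5% CO2, qHTS titration format.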
BRCA1 expr act: BRCA1 expression activation. MCF7-BRCA1-FFLuc reporter, luminescence, 48 h; response scale: scaled: vehicle 0%, 10 µM genistein 100%. 380,000 compounds, 1.1% hits. Potency, µM (doses to about 46.1 µM), without a hit: top-dose activation, hits mostly activators; also: potency is read from the fitted curve at half-maximal effect; nearly all actives have a fitted effect of over 80% in size; some results filed as inactive show a strong effect at the top dose
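Using MCF7 cells harboring a BRCA1 firefly luciferase reporter, plated 2 h before compound pinning, the screen measured luminescence after 48 h incubation. Responses were normalized to DMSO and 10 microM genistein, then fitted for concentration-effect.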
Rab9 promoter act: Rab9 promoter activation | Potency, µM (top dose mostly 9.22 µM), without a hit: at the top dose activation, negative = inhibition, actives largely listed as activators | Huh7 Rab9 promoter-luciferase reporter, luminescence, 24 h | AID 485297 | 320,000 compounds, 2.8% hits; also: potency is read from the fitted curve at half-maximal effect; % of control where 0% means no effect; nearly all actives have a fitted effect of over 60% in size
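Promoter activation is measured as luciferase luminescence in Huh7 cells stably transfected with a Rab9 promoter–luciferase construct, following 24 h compound exposure at 37 °C and 10 min reagent incubation at ambient temperature.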
Gal4-VP16 FLuc: Gal4-VP16 reporter inhibition counter-screen; Drosophila S2 Gal4-VP16 UAS-luciferase, luminescence, 20 h; Potency, µM (doses to about 53.6 µM), without a hit: at the top dose activity, negative = inhibition, actives largely listed as inhibitors; 310,000 compounds, 3.5% hits; AID 2546;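 also: Gal4-VP16 expression switched on by copper sulfate through the metallothionein promoter; potency is read from the fitted curve at half-maximal effect; % is scaled to controls: 0 for no effect and ±100 for the full control effect; nearly all actives have a fitted effect of over 50% in size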
An asterisk follows results filed as active; ? = inconclusive; / = not tested or not shown; [ ] = another dose, or the depositor's remark. Unless noted, calls follow the shape of the dose curve; as a rule, active = well fitted curve in the direction sought with a large enough effect; inconclusive = small, poorly fitted or top-dose-only effect, or another doubt; inactive = no such curve, though single readings can be large; an effect the other way counts as inactive or inconclusive. Compounds were not picked by outcome. Share with any hit: about 15%.

Order of results: Rab9 promoter act, NPC1 prom act, FLuc counter, RORgamma inh, Gal4-VP16 FLuc, p53 reactivator, BRCA1 expr act, TRPV1 ag, ELG1 DNA repair, Tb PFK block, ELG1 genotoxic
> COc1ccc2c(c1)C1(C)CC(C)(C)N2C(=O)N1c1ccccc1 (stereo not given)
 : 2%, 3%, -8%, -37%, -30%, -25%, -23%, -2, -5%, 1%, 1%
> Cc1cc(NC(=O)COc2cccc([N+](=O)[O-])c2)no1
 : 0%, -3%, -3%, -26%, -13%, -4%, -3%, 17, ?, 0%, -7%
> CCN1CCN(c2ccccc2NC(=O)C(C)Oc2ccc(C(C)=O)cc2)CC1 (stereo not given)
 : -4%, -1%, -1%, /, /, -9%, -7%, 1, -28%, 0%, 0%
> Nc1ncnc(NNC(=O)CNC(=O)c2c(F)cccc2Cl)c1[N+](=O)[O-]
 : -2%, -10%, 3%, -37%, -7%, 0%, -11%, 1, 0%, -9%, 0%
> COc1ccc(C(=O)OCC(=O)Nc2ccc(F)c(F)c2)cc1OC
 : -7%, -1%, 5%, ?, 2%, 0%, 9%, 29, 2%, ?, 2%
> CC1CCC(NC(=O)Cn2c(=O)oc3cc(S(=O)(=O)N4CCCC4)ccc32)CC1 (stereo not given)
 : -3%, 1%, 16%, 15%, 4%, /, 3%, -2, 9%, -6%, 2%
> O=C(O)c1cccc(N=NN2CCOCC2)c1
 : ?, 30%, ?, 16%, -15%, 2%, 34%, 1, ?, 1%, 9%
> COc1ccc(C(N)=O)c(OCC(=O)Nc2cc(C)on2)c1
 : -2%, 1%, 9%, /, /, -10%, -7%, -2, 19%, 0%, 0%
> N#Cc1cccc(-c2nnc(SCc3ccccc3C#N)o2)c1
 : ?, ?, ?, 1%, -15%, ?, 78%, 1, ?, 26%, ?
> COC(=O)[C@@H](NC(=O)NC1CCCc2ccccc21)C(C)C (stereo not given in full)
 : 4%, -4%, 10%, 12%, 6%, -16%, 0%, 1, -10%, 2%, -2%
> O=C(c1cc2ccccc2o1)N1CCC(N2CCC(C(=O)N3CCCC3)CC2)CC1
 : -2%, -1%, -12%, 3%, -5%, 2%, 0%, -2, 20%, 4%, 5%
> CCOc1ccc(C(=O)NC(=S)Nc2cccnc2)cc1
 : 2.8µM*, ?, ?, -16%, 0%, ?, 30%, 5, ?, -9%, 9%
> O=[N+]([O-])c1ccc2c(c1)ncn2-c1ccccc1
 : -1%, 6%, -9%, -7%, -1%, 14%, 57%, 8, ?, 3%, -1%
> CC1CCCCC1NC(=O)Cn1nnc(-c2ccc(Cl)cc2)n1 (stereo not given)
 : 3%, 2%, 0%, 5%, 6%, -13%, 3%, 0, 5%, -2%, 18%
> O=C(O)c1cc(S(=O)(=O)Nc2ccc(N3CCCCC3)cc2)ccc1Cl
 : -10%, -1%, ?, 12%, 4%[10 µM], 1%, 26%, -1, 6%, -8%, 11%
> Cc1cc(=O)oc2cc(OCC(=O)OCC(=O)Nc3ccc4ccccc4c3)ccc12
 : -6%, 5%, -13%, -7%, -13%, 26%, 31%, 4, ?, 4%, 8%
> CCOC(=O)c1nn(-c2ccc3c(c2)CCN3C(C)=O)cc1O
 : 2.2µM*, 1.6µM*, 3.8µM*, ?, ?, 19%, -47%, 6, ?, 2%, 1.6µM*
> CC(OC(=O)c1cccs1)C(=O)NCc1ccco1 (stereo not given)
 : 3%, 2%, 1%, 9%, -5%, -4%, 6%, 2, 7%, -5%, 1%
> COc1ccccc1NS(=O)(=O)c1cc(C(=O)N2CCCC2)ccc1F
 : -4%, 4%, 2%, /, /, -4%, -2%, 1, -3%, -5%, 3%
> COC(=O)c1ccc(CNC(=O)c2ccc3oc(C(C)C)nc3c2)cc1
 : ?, ?, 13µM*, -4%, -2%, ?, ?, 11, ?, -1%, 21µM*
> COc1ccc(OC)c(Nc2nc(-c3ccccc3O)nc3ccccc23)c1
 : -3%, -16%, -2%, -6%, 5%, 3%, -1%, 0, ?, 1%, -2%
> O=c1c2ccccc2c2ccccc2c(=O)n1-c1ccccc1
 : -5%, -2%, 5%, 0%, ?, 2%, 10%, -5, 7%, -1%, ?
> O=c1cc(CO)oc(C(Nc2ccccn2)c2ccccc2Cl)c1O (stereo not given)
 : 1%, -1%, 6%, -28%, 6%, 4%, 17%, 5, 24%, 5%, 3%
> Cc1[nH]c(=O)c(C#N)cc1-c1ccncc1
 : 11%[46.1 µM], 0%[46.1 µM], -2%, 0%, -3%, 1%, 0%, 2, 5%, -1%, 7%
> O=S(=O)(c1ccc(F)cc1)N1CCN(c2ccc(-c3ccccc3)nn2)CC1
 : 0%, -2%, 0%, 12%, -2%, -1%, 0%, 1, 8%, 5%, 0%
> N/C(=N\OC(=O)c1ccccc1)c1ccn[nH]1
 : 3.5µM*, 2.2µM*, 6.7µM*, -44%, -3%, 23%, -7%, -1, ?, -11%, 10µM*
> O=C(COC(=O)/C=C/c1cccc(F)c1)NC(=O)NC1CCCC1
 : /, /, /, /, /, 0%, 1%, /, 0%, 0%, -1%
> O=C(NC12CC3CC(CC(C3)C1)C2)c1cncc(O)c1
 : -4%, -1%, -1%, -10%, 6%, 25%, -14%, /, -9%, -4%, -6%
> O=C(CN(Cc1ccccc1)C(=O)CNS(=O)(=O)c1ccc(F)cc1)NCC1CCCO1 (stereo not given)
 : 0%, 0%, 1%, 3%, 9%, 1%, 2%, 0, 10%, 13%, 7%
> CCOC(=O)c1ccc(NC(=O)c2ccccc2[N+](=O)[O-])cc1
 : 27%, 17%, ?, ?, -22%, ?, 18%, 14, ?, 2%, 12%
> CC(=O)CCC(=O)N1CCCC(N2CCN(c3cccc(Cl)c3)CC2)C1 (stereo not given)
 : 0%, 1%, -4%, -1%, -4%, /, -4%, -6, 7%, 0%, -3%
> O=C(CN1C(=O)C2C3C=CC(C3)C2C1=O)NCc1ccco1 (stereo not given)
 : -5%, 1%, -3%, -4%, -6%, -11%, -1%, 0, 13%, -10%, 3%
> COc1cc(NC(=O)COC(=O)c2ccc(C)c(S(=O)(=O)N3CCCCC3)c2)c(C)cc1[N+](=O)[O-]
 : 2%, -2%, 3%, 16%[10 µM], -3%, 7%, 0%, 0, 8.2µM*, 0%, -6%
> CCCc1nc2ccc(NC(C)=O)cc2c(=O)n1Cc1cccc(Cl)c1
 : 14%, 14%, -2%, 42%, 22%, /, 17%, 18, ?, 1%, 13%
> Cc1ccc(CSCC(=O)N2CCOCC2)cc1
 : 7%, 11%, 0%, 37%, 8%, 8%, 58%, -5, 13%, -1%, 19%
> NS(=O)(=O)c1ccc(CNC(=O)c2cc(=O)c3ccccc3o2)cc1
 : -6%, -1%, 0%, 9%, 3%, 0%, -8%, 0, -3%, 7%, 0%
> COc1ccc(C(=O)NC2CC2)cc1OC1CCN(Cc2ccc(Cl)cc2)CC1
 : -5%, 0%, 3%, -6%, -9%, -4%, -44%, 8, ?, -3%, -4%
> CCN(CC)c1ccc(-c2nc3cnccn3c2NC2CCCC2)cc1
 : -3%, 15%, 11µM*, 27%, -16%, 1%, -4%, 19, -2%, 1%, -1%

Arranged by the number under p53 reactivator (descending): some entries from above.
| compound | Rab9 promoter act | NPC1 prom act | p53 reactivator | TRPV1 ag | Tb PFK block |
| --- | --- | --- | --- | --- | --- |
| Cc1ccc(CSCC(=O)N2CCOCC2)cc1 | 7% | 11% | 8% | -5 | -1% |
| COc1cc(NC(=O)COC(=O)c2ccc(C)c(S(=O)(=O)N3CCCCC3)c2)c(C)cc1[N+](=O)[O-] | 2% | -2% | 7% | 0 | 0% |
| COc1ccc(C(=O)NC2CC2)cc1OC1CCN(Cc2ccc(Cl)cc2)CC1 | -5% | 0% | -4% | 8 | -3% |

Shown as tab-separated lines: part of the list above.
SMILES	Rab9 promoter act	NPC1 prom act	FLuc counter	RORgamma inh	Gal4-VP16 FLuc	p53 reactivator	BRCA1 expr act	TRPV1 ag	ELG1 DNA repair	Tb PFK block	ELG1 genotoxic
COc1ccccc1NS(=O)(=O)c1cc(C(=O)N2CCCC2)ccc1F	-4%	4%	2%	/	/	-4%	-2%	1	-3%	-5%	3%
COC(=O)c1ccc(CNC(=O)c2ccc3oc(C(C)C)nc3c2)cc1	?	?	13µM*	-4%	-2%	?	?	11	?	-1%	21µM*

Source: PubChem
